Abeta rescue – A-beta toxicity reversal in yeast; yeast expressing A-beta42, growth rescue, OD600, 48 h; response scale: 0% DMSO, 100% iron-clioquinol control; AID 1347071; Potency, µM (doses to about 46.1 µM), without a hit: at the highest dose growth rescue, hits mostly activators; 410,000 tested, 0.063% active; also: potency is read from the fitted curve at half-maximal effect; nearly all actives have a fitted effect of over 55% in size
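Yeast growth medium received pinned compounds, then yeast cells expressing toxic A-beta were added; plates incubated at 30 C for 48 hr. Growth read as absorbance at 600 nm, normalized to DMSO and equimolar FeCl3 plus clioquinol controls.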
PTHR1 ag – PTHR1 (human) receptor agonism; Q03431; HEK293 GP2 PTHR1 cells, GloSensor cAMP luminescence, 1 h; Potency, µM (doses to about 115 µM), for inactives: top-dose activation, hits mostly activators; 410,000 tested, 0.075% active; AID 743266; also: potency is read from the fitted curve at half-maximal effect; nearly all actives have a fitted effect of over 55% in size; some results filed as inactive show a strong effect at the top dose; inactives centre near -15; many of its hits are not listed in these tables
Target sequence (Q03431 whole entry, looked up): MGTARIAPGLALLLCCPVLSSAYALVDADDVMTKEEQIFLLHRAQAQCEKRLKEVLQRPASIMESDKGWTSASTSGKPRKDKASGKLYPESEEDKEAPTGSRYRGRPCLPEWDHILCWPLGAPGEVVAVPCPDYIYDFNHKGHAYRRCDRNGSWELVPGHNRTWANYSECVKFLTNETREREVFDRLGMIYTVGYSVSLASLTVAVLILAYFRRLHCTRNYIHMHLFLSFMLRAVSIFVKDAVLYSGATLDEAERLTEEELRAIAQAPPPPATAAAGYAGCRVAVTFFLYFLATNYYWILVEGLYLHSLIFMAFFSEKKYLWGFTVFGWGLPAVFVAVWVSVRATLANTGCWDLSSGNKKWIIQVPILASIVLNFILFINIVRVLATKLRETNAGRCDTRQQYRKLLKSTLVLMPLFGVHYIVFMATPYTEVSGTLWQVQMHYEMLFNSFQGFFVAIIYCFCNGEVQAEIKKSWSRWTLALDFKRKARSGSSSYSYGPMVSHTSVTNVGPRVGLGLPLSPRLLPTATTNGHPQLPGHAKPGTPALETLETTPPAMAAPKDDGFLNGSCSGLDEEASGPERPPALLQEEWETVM
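HEK-293-derived GP2 cells expressing PTHR1 and a GloSensor cAMP reporter, 3,000/well, plated overnight, given luciferin plus IBMX (each 0.5 mM as added) for 1 h at 37 °C, then compound for 1 h at 37 °C. Luminescence was read after 15 min at room temperature.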
GLP1R inv ag – inverse agonists of human GLP-1 receptor | P43220 | HEK293 GLP-1R CRE-luciferase, luminescence, 24 h; GLP-1R form is constitutively active | Potency, µM (doses to about 38.3 µM), for inactives: top-dose activity change, negative = inhibition, hits mostly inhibitors | 410,000 tested, 1.6% active | AID 624417; also: potency is read from the fitted curve at half-maximal effect; % is scaled to controls: 0 for no effect and ±100 for the full control effect; nearly all actives have a fitted effect of over 55% in size
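GLP-1R inverse agonism mode: basal reporter luminescence in engineered HEK293 cells measured after one day of compound exposure at 37 deg C, with a 12 min room-temperature detection step.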
TDP-43 yeast inh – rescues yeast growth from TDP-43 toxicity. Potency, µM (series often up to 46.1 µM), for the others: top-dose growth rescue (activation), most hits filed as activators. AID 652104. 410,000 tested, 1.8% active. TDP-43 expressing yeast growth rescue, BacTiter-Glo, 24 h; also: potency is read from the fitted curve at half-maximal effect; % of control where 0% means no effect; nearly all actives have a fitted effect of over 50% in size
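Readout is BacTiter-Glo luminescence of cell growth, so inhibitors register as activators. TDP-43-expressing yeast at OD600=0.02 in galactose medium, after raffinose pregrowth to mid-log, were incubated with compound for 24 hr at 30 deg C.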
aSyn rescue – alpha-synuclein toxicity inhibition in yeast | Yeast expressing alpha-synuclein, growth rescue, BacTiter-Glo, 24 h | Potency, µM (doses to about 46.1 µM), inactives show at the top dose growth rescue (activation), actives largely listed as activators | AID 652106 | 370,000 tested, 0.14% active; also: potency is read from the fitted curve at half-maximal effect; % of control where 0% means no effect; nearly all actives have a fitted effect of over 65% in size
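Screening used galactose-induced yeast with toxic alpha-synuclein levels, exposed to compound for 24 hr at 30 deg C. Cell growth, read with BacTiter-Glo luminescence, gave the measured signal.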
FUS yeast rescue – suppressors of FUS proteinopathy in yeast. S. cerevisiae FUS-expressing, growth rescue, OD600, 24 h. Potency, µM (titrated, usually from 76.6 µM), for inactives: at the top dose growth rescue (activation), usual class: activators. 390,000 tested, 0.24% active. AID 1347120;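 also: potency is read from the fitted curve at half-maximal effect; plate controls were DMSO vehicle for no effect and reference control for full effect; nearly all actives have a fitted effect of over 55% in size; some results filed as inactive show a strong effect at the top dose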
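Restored growth of FUS-toxic S. cerevisiae, read as 600 nm absorbance after 24 h at 30C in galactose medium (starting OD 0.005). Controls CP55940 and DMSO.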
D3 antag – antagonists of human D3 dopamine receptor. AID 652054. max response, negative = inhibition, %. 360,000 tested, 2.5% active. P35462. D3R cells, DiscoveRx beta-arrestin luminescence, antagonist mode; stronger effect = lower value; in the data active = max response below about -50%; inconclusive = no clear call, values can overlap the other calls; also: % is scaled to controls: 0 for no effect and ±100 for the full control effect; mostly tested at two doses, the higher about 12 µM
Target sequence (P35462 whole entry, looked up): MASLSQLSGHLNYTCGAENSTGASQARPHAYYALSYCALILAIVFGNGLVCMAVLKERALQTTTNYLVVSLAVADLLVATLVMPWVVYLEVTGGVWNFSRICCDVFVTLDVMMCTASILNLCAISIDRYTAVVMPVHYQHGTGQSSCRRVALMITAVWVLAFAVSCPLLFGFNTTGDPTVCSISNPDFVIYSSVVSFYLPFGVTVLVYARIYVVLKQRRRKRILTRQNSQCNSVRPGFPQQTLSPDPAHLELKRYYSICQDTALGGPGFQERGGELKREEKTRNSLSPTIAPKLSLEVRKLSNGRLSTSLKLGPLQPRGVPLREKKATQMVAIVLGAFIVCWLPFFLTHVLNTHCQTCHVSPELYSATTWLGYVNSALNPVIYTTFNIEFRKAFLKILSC
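Cells plated overnight at 1500 cells/well, then exposed to library compounds with dopamine controls for 90 minutes at 37 degrees C. DiscoveRx reagent added for 30–60 minutes at room temperature; luminescence read, quantitative HTS format.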
GLP-1R agonist – agonists of human GLP-1 receptor | P43220 | HEK293 GLP-1R CRE-luciferase, luminescence, 4-6 h; cells express a hypersensitive GLP-1R form | Potency, µM (series often up to 45.6 µM), inactives show at the top dose activation, hits mostly activators | 380,000 tested, 0.007% active; also: potency is read from the fitted curve at half-maximal effect; % of control where 0% means no effect
Akt phos inh – blocks phosphorylation of Akt | 360,000 tested, 0.32% active | activity change, % for hits at 50 µM | Neuro2A IGF-stimulated pAkt S473 HTRF, 20 min; stronger effect = lower value | AID 651550; in the data active = activity change below about -80%; inconclusive = mostly about -51% to -80%; also: % is scaled to controls: 0 for no effect and ±100 for the full control effect
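Neuro2A cells in DMEM with 0.5% FBS, overnight at 37 deg C, given compound at single 50 µM final, then IGF (6 nM final) for 20 min at 37 deg C. Lysed; phospho-Akt Ser473 by HTRF after 24 h, 665/615 ratio.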
Active calls of the source: *; i = inactive; ? = inconclusive; . = not tested or not shown; & = joins results of further samples; [ ] = another dose, or the depositor's remark. Unless noted, calls follow the shape of the dose curve; as a rule, active = well fitted curve in the direction sought with a large enough effect; inconclusive = small, poorly fitted or top-dose-only effect, or another doubt; inactive = no such curve, though single readings can be large; an effect the other way counts as inactive or inconclusive.

SMILES	Abeta rescue	PTHR1 ag	GLP1R inv ag	TDP-43 yeast inh	aSyn rescue	FUS yeast rescue	D3 antag	GLP-1R agonist	Akt phos inh
Cc1ccc(C)c(N2CCN(C3CCCC(C)C3)CC2)c1 (configuration not stated)	19%	-12%	-14%	-1%	-4%	13%	0	-5%	i
COc1cc(OC)cc(C(=O)NN2CCOCC2)c1	3%	5%	128%[activator]	-5%	-9%	-10%	-9	10%	i
Cc1c(Cc2ccccc2)c(=O)oc2cc(OCC(N)=O)ccc12	3%	-14%	21%	-19%	1%	7%	-1	13%	i
NC(=O)c1ccc(NCCc2ccccc2)c([N+](=O)[O-])c1	4%	-24%	65%[activator]	?	-2%	-19%	3	7%	i
CC(Oc1ccc2oc3ccccc3c2c1)C(=O)NC12CC3CC(CC(C3)C1)C2 (configuration not stated)	-5%	i	?	-19%	-5%	23%	0	4%	i
CC1=C(C(=O)Nc2ccc(C)cc2C)C(c2cccs2)n2nc(SCc3cccc(C)c3)nc2N1 (configuration not stated)	-2%	?	4%	-3%	.	-7%	.	-2%	.
CSCCC(NS(=O)(=O)c1cccc(C(F)(F)F)c1)C(=O)N(C)Cc1ccc2c(c1)OCCO2 (configuration not stated)	20%	-56%[inhibitor]	?	12%	19%	42%	-22	-2%	i
Cc1ccc(NC(=O)Cn2nnc(-c3ccc4c(c3)OCO4)n2)cc1F	-12%	-1%	8%	5%	1%	-3%	4	4%	i
O=C1CCCN1CN(C(=O)c1ccccc1)c1ccccc1	-1%	-23%	6%	5%[9.22 µM]	3%	-2%	5	2%	i
O=C(O)CSc1ncnc2nc[nH]c12	4%	-15%	-7%	-6%	-2%	-10%	-12	0%	i
COc1ccc(NS(=O)(=O)c2cn(C)c(=O)n(C)c2=O)cc1	-8%	i	11%	-6%	11%	-38%	-8	-4%	i
COc1ccc(C(=O)OCC(=O)NCc2cccs2)c(OC)c1OC	4%	i	12%	-3%	0%	-31%	10	-1%	i
COc1ccc2oc(-c3ccc(C)c(NC(=O)CSc4ccc(Cl)cc4)c3)nc2c1	-16%&-2%	-2%[57.5 µM]	4%&-9%	-9%&-18%	-1%	-15%&48%	-8	0%&-7%	i
CCCCC1C2C(=O)N(c3ccccc3)C(=O)C2ON1c1ccccc1 (configuration not stated)	?	i	5%	21%	14%	29%	8	4%	i
O=C(NCC(=O)N(c1ccccc1)C(C(=O)NCC1CCCO1)c1ccccc1)c1ccco1 (configuration not stated)	15%	i	6%	-1%	13%	0%	49	-4%	i

Reformatted comma-delimited: part of the list above.
mol,Abeta rescue,PTHR1 ag,GLP1R inv ag,TDP-43 yeast inh,aSyn rescue,FUS yeast rescue,D3 antag,GLP-1R agonist,Akt phos inh
Cc1ccc(C)c(N2CCN(C3CCCC(C)C3)CC2)c1 (configuration not stated),19%,-12%,-14%,-1%,-4%,13%,0,-5%,i
COc1cc(OC)cc(C(=O)NN2CCOCC2)c1,3%,5%,128%[activator],-5%,-9%,-10%,-9,10%,i
Cc1c(Cc2ccccc2)c(=O)oc2cc(OCC(N)=O)ccc12,3%,-14%,21%,-19%,1%,7%,-1,13%,i
NC(=O)c1ccc(NCCc2ccccc2)c([N+](=O)[O-])c1,4%,-24%,65%[activator],?,-2%,-19%,3,7%,i
CC(Oc1ccc2oc3ccccc3c2c1)C(=O)NC12CC3CC(CC(C3)C1)C2 (configuration not stated),-5%,i,?,-19%,-5%,23%,0,4%,i
CC1=C(C(=O)Nc2ccc(C)cc2C)C(c2cccs2)n2nc(SCc3cccc(C)c3)nc2N1 (configuration not stated),-2%,?,4%,-3%,.,-7%,.,-2%,.
CSCCC(NS(=O)(=O)c1cccc(C(F)(F)F)c1)C(=O)N(C)Cc1ccc2c(c1)OCCO2 (configuration not stated),20%,-56%[inhibitor],?,12%,19%,42%,-22,-2%,i
Cc1ccc(NC(=O)Cn2nnc(-c3ccc4c(c3)OCO4)n2)cc1F,-12%,-1%,8%,5%,1%,-3%,4,4%,i
O=C1CCCN1CN(C(=O)c1ccccc1)c1ccccc1,-1%,-23%,6%,5%[9.22 µM],3%,-2%,5,2%,i
O=C(O)CSc1ncnc2nc[nH]c12,4%,-15%,-7%,-6%,-2%,-10%,-12,0%,i

Next entries.
SMILES	Abeta rescue	PTHR1 ag	GLP1R inv ag	TDP-43 yeast inh	aSyn rescue	FUS yeast rescue	D3 antag	GLP-1R agonist	Akt phos inh
CC(=O)Nc1ccc(C(=O)NCC(c2ccco2)N(C)C)cc1 (configuration not stated)	-6%	i	11%	0%	8%	-16%	3	-2%	i
CC(C)Cc1nnc(NC(=O)Nc2ccccc2)s1	-17%	i	?	-21%	13%	10%	-6	8%	i
CC(CNS(=O)(=O)c1ccccc1)Sc1nncn1C (configuration not stated)	-7%	-39%	21%	-15%	-2%	19%	-8	-2%	i
Cn1cc(CCCC(=O)NCc2ccccc2Cl)c2ccccc21	5%	i	?	-33%[inhibitor]	.	26%	.	.	.
COc1ccc(S(=O)(=O)N2CCOCC2)cc1NC(=O)COc1ccc2c(C)cc(=O)oc2c1	-2%	-28%	8%	10%	1%	1%	8	7%	i
N#Cc1nc(-c2ccccc2F)oc1NCc1ccccc1	-2%	-47%[inhibitor]	-17%	14%	2%	-7%	8	12%	i
Cc1ccc(S(=O)C(c2ccccc2)c2ccccc2)cc1 (configuration not stated)	1%	i	-20%	3%	17%	5%	-4	1%	i
Cc1cc(C)cc(NC(=O)CN2CCN(CCN=CC3=C(O)CC(c4ccc(Cl)cc4)CC3=O)CC2)c1 (configuration not stated)	-6%	-34%[inhibitor]	-20%	1%	5%	11%	-1	7%	i
Cc1cccc(CC(=O)NCC(=O)NCc2cc(=O)n(C)c(=O)n2C)c1	8%	-5%	-8%	0%	12%	5%	2	3%	i
Cc1ccc(N/N=C(\C#N)C(=O)c2ccsc2)cc1	0%	-26%	-20%	23%	-3%	4%	0	-6%	i
CCc1ccc2c(CN3CCc4cc(OC)c(OC)cc4C3)cc(=O)oc2c1	-12%	-45%[inhibitor]	17%	13%	3%	39%	-20	11%	i
CCC(=O)N(CC)c1nc(-c2ccc(OC)cc2)cs1	-25%	i	0%	5µM*	-23%	3%	81	17%	i
O=C(CCc1nnc(COc2ccccc2)o1)NCc1ccccc1	1%	1%	4%	-17%[0.397 µM]	-2%	19%	-18	2%	i
COC(=O)C1CCN(C(=O)COC(=O)/C=C/c2ccc(O)c(OC)c2)CC1	-7%	28%	14%	6%	-9%	4%	-15	8%	i
O=S(=O)(/C=C/c1ccccc1)Nc1ccc(F)cc1	-6%	-15%	-7%	?	5%	-27%	6	6%	i
CCc1ccccc1NC(=O)N1CCC(NC(=O)C(Cc2ccccc2)NC(C)=O)CC1 (configuration not stated)	16%	i	-5%	0%	4%	11%	-1	-1%	i
COc1cccc(C(=O)NCC2CCCN(C3CCCCC3)C2)c1OC (configuration not stated)	2%	-23%	3%	19%	7%	-11%	-2	0%	i
Cc1ccc(NC(=O)Nc2nc3ccc(S(C)(=O)=O)cc3s2)cc1	19%	-14%	-17%	21%	8%	-7%	4	0%	i
CN(C)/N=C/c1ccc(Sc2ccccc2[N+](=O)[O-])o1	24%	i	?	-2%	-5%	5%	-8	23%	i
CCN(CC(=O)NCc1cccs1)S(=O)(=O)c1ccccc1Cl	2%	-28%	-4%	24%	8%	3%	12	-3%	i
O=C(COC(=O)/C=C/c1ccc(S(=O)(=O)N2CCOCC2)cc1)NCc1ccccc1	1%	i	0%	0%[9.22 µM]	0%	17%	-6	6%	i
CC1CCN(CCOCCOc2ccccc2-c2ccccc2)CC1	-3%	-6%	-2%	-26%	-1%	.	-82*	4%	i
COc1cccc(CC(=O)Nc2cc(C(F)(F)F)ccc2N2CCCC2)c1	10%	-83%[inhibitor]	-21%	?	?	1%	-8	-7%	i
CSCC[C@@H](CO)NC(=O)[C@H]1O[C@@H](n2ccc(N)nc2=O)[C@H](O)[C@@H]1O	0%	-7%	26%	0%	3%	-26%	13	-5%	i
O=C(Nc1cccc(NC(=O)c2ccc(Br)o2)n1)c1ccc(Br)o1	26%	-17%[57.5 µM]	0%	-15%	0%	26%	-7	7%	?
CC(C)CCn1c(O)c(N=Nc2ccccn2)c2ccccc21	-20%	-6%	0%	?	0%	.	12	19%	i
Cc1ccccc1Nc1nc(N)nc(COC(=O)c2cccn2C)n1	-7%	i	34%	7%	6%	?	57	30%	i
COc1ccc(-n2c(C)nc3cc(C(=O)NCCN4CCOCC4)ccc32)cc1	5%	i	0%	-4%	-1%	-24%	11	1%	i
Cc1ccc(N2CC(=O)Nc3c(sc4nc(C)cc(C)c34)C2=O)cc1	-12%	-23%	-2%	-16%	-2%	1%	-5	13%	i
COc1ccccc1NC(=O)Nc1cnccn1	-9%	i	30%	-23%[0.397 µM]	-4%	-11%	-10	20%	i
CCOC(=O)c1cc(S(=O)(=O)NCc2ccc(Cl)cc2)[nH]n1	-4%	-34%[inhibitor]	9%	11%	.	17%	.	.	.
Cc1[nH]n(-c2ncc(-c3ccc(Cl)cc3)s2)c(=O)c1C(c1ccc(Cl)cc1)C(C#N)C#N (configuration not stated)	-8%	-29%	?	27%	-9%	19%	-16	-14%	i
COc1ccc(Cl)c(-c2cc(C(=O)NCc3ccc(C(F)(F)F)cc3)[nH]n2)c1	-19%	-60%[inhibitor]	?	-1%	-1%	-7%	-10	5%	i

High-throughput results deposited in PubChem BioAssay by National Center for Advancing Translational Sciences (NCATS).

An excerpt (hit frequency here may not be typical).
